Source: PubChem
ST2 inh: inhibitors of human ST2 (IL1RL1) binding to IL-33, primary screen, biochemical, AlphaLISA; inhibition, % for hits at 17 µM; AlphaLISA ST2-Fc/biotin-IL-33 interaction, 1 h; AID 1259354, 2018; 78,000 tested, 2.3% active; Interleukin-1 receptor-like 1 (Homo sapiens), Q01638; in the data active = inhibition above about 30%; inconclusive = mostly about 10% to 28%
Target sequence (Q01638 whole entry, looked up): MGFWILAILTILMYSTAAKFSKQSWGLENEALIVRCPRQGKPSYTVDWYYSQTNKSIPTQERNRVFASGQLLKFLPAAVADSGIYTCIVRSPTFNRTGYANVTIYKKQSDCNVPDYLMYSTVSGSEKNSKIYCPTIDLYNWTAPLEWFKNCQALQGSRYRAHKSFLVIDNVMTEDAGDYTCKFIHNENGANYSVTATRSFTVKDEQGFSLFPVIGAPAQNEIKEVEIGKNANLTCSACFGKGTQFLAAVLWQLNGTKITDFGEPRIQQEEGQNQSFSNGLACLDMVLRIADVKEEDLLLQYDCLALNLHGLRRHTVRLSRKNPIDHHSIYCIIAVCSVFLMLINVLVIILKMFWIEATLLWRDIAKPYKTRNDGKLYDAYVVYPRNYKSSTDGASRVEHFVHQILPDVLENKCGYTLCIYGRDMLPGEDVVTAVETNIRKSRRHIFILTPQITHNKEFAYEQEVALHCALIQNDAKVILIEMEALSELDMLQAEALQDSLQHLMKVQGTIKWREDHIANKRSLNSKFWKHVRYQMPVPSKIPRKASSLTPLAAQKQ
Active calls of the source: *; i = inactive; u = inconclusive.

SMILES | ST2 inh
CCc1nc([C@H]2CN(C)C[C@@H]2C(=O)N2CCc3ccccc3C2)c(C)[nH]1 | i
Cn1ccnc1CN(Cc1ccsc1)CC1CCCO1 (stereo not given) | u
Cc1ccn2c(=O)cc(CN3CCOC(CCCC(C)C)C3)nc2c1 (stereo not given) | i
Cc1ccc(SC(C)C(=O)NCc2cnn3ccccc23)cc1 (stereo not given) | i
COC(=O)c1ccc(Nc2ncnc3nc[nH]c23)cc1 | i
CC(=O)N1CCC2(CC1)CC(=O)c1cc(OCC(=O)N3CCCC3)ccc1O2 | i
Cc1ccc(N=Cc2nc(-c3ccc(Br)cc3)oc2O)c(Br)c1 | u
O=C(C(Cc1ccccc1)NS(=O)(=O)c1cccs1)N1CCCCC1 (stereo not given) | i
C/C=C/COc1nc2c(c(=O)n(C)c(=O)n2C)n1C | u
Cc1ccc(-n2c(=O)n(Cc3ccccc3)c3c(C(N)=O)nc(-c4ccco4)nc32)cc1C | i
Cn1nccc1C(=O)Nc1ccc(Cl)cc1Cl | u
O=C(CCCn1c(=O)c2sccc2n(Cc2ccccc2F)c1=O)NCc1ccco1 | i
CCC(Nc1cccc(OC)c1)C(=O)NC1(CO)CCCC1 (stereo not given) | i
COc1ccc(CCNc2nc(=O)[nH]nc2C)cc1OC | i
CC(Oc1ccc(F)cc1)c1nc(-c2nonc2N)no1 (stereo not given) | i
CCOc1ccc(S(=O)(=O)Nc2ccc(I)cc2)cc1 | i
CCN(C(=O)CCS(=O)(=O)c1cccc2nonc12)c1ccc(F)cc1 | i
Cc1nn(-c2ccc(C(C)C)cc2)c(C)c1[C@@H]1C=C[C@@H](NC(=O)NC(C)C)C1 | i
O=C(NC1=NCCS1)c1cc(-c2ccc3c(c2)OCO3)nc2ccccc12 | i
COC(=O)c1sc2ccccc2c1NC(=O)c1cccc(Br)c1 | i
CCS(=O)(=O)NC(C)C(c1cccs1)N1CCN(c2ccc(F)cc2)CC1 (stereo not given) | i
Nc1ccn([C@H]2CC[C@@H](CO)O2)c(=O)n1 | i
Cc1ccc(N2C(=O)C3CC=CCC3C2=O)cc1C (stereo not given) | u
COC(=O)C1C(=O)C2=C(CC1C)NC(C)=C(C(=O)OC(C)C)C2c1ccccc1OC(C)C (stereo not given) | u
COc1ccc(N2C(=O)CC(Sc3ccccc3C(=O)O)C2=O)cc1 (stereo not given) | i

(list continues)
SMILES | ST2 inh
COc1ccc(C(=O)Nc2cccc(-c3nnc(-c4ccccc4)o3)c2)cc1 | u
Cc1cc(C)nc(Sc2ccc(S(=O)(=O)C(F)(F)F)cc2[N+](=O)[O-])n1 | u
O=C(CSc1cn(CCNC(=O)c2ccc(F)cc2)c2ccccc12)NC1CCCCC1 | i
CN(CCc1ccccn1)[C@H]1[C@@H]2OC[C@@H](O2)[C@@H](NC(=O)Nc2cccc(C#N)c2)[C@@H]1O | i
COC(=O)c1ccc(Sc2ccc(F)cc2)c(N)c1 | i
O=C1C2C(c3ccccc3)C=CC(c3ccccc3)C2C(=O)N1c1nccs1 (stereo not given) | i
COc1ccc(-n2c(=O)[nH]c3cc(C(=O)O)ccc3c2=O)cc1OC | i
CCc1cccc(C)c1NS(=O)(=O)c1ccc([N+](=O)[O-])cc1 | i
Cc1ccc(S(=O)(=O)CC(SC#N)c2ccccc2)cc1 (stereo not given) | u
O=C(NCC1CCCO1)c1ccc(CS(=O)(=O)c2ccc(Br)cc2)o1 (stereo not given) | i
COC(=O)[C@]1(C)C[C@H](C(=O)NCCc2cnccn2)[C@H](c2ccccc2C)N1C | i
CCCCc1ncc(-c2c(-c3ccccc3)ncn2Cc2ccncc2)[nH]1 | i
COc1ccc(OC)c(-c2ncnn2-c2cccc(Cl)c2C)c1 | u
CC(C)c1ccc(N(C(=O)CCc2ccccc2)C2C=CS(=O)(=O)C2)cc1 (stereo not given) | i
CCOc1ccc(S(=O)(=O)NCc2ccccc2)c2cccnc12 | i
Cc1ccc(C)c(OCCN(C)C(=O)c2cc3ncc(CCO)cn3n2)c1 | i
COc1ccc2cc(C(=O)NC(C)=O)c(=Nc3ccc(C#N)cc3)oc2c1 | 37.0%*
Cc1ccc(S(=O)(=O)Cc2noc([C@@H]3C[C@@H](O)CN3Cc3cccc(OC(F)(F)F)c3)n2)cc1 | u
Cn1cc(CN2CCC(n3nccc3NC(=O)C3CC3)CC2)c(-c2ccccc2)n1 | u
Cc1oc2c(C)c(O)ccc2c(=O)c1Oc1ccccc1 | i
O=C(C1CC1)N1CCc2cc(S(=O)(=O)NCc3ccccc3)ccc21 | i
CCc1ccc(NC2=CC(=O)CC(c3ccco3)C2)cc1 (stereo not given) | i
Cc1ccc(OCCn2cc(C=C3C(=O)N(C)C(=O)N(C)C3=O)c3ccccc32)cc1C | i
CCOc1cc2c(cc1CN1CC[C@H](CO)[C@@H](O)C1)CCC2 | i
CN(C)N1C(=O)CC(Nc2ccc(F)cc2)C1=O (stereo not given) | i

Following part.
SMILES | ST2 inh
CCc1ccc(C2CC(=O)N3CN(c4ccc(F)cc4)CSC3=C2C#N)cc1 (stereo not given) | i
Cc1ccc(-c2noc(CCC(=O)NCc3cccnc3)n2)cc1 | u
CCc1nnc(NC(=O)CSc2nc(N)c(C#N)cc2C#N)s1 | u
O=C1CC(c2ccccc2)CC2=C1C(c1c(F)cccc1Cl)Nc1ccccc1N2 (stereo not given) | i
COC(=O)c1cccc(NC(=S)N[C@H]2CO[C@H]3[C@@H]2OC[C@@H]3n2cc(-c3ccccc3)nn2)c1 | u
O=C(CN1CCCN(Cc2cccc(F)c2)S1(=O)=O)Nc1ccc(F)c(Cl)c1 | i
Cc1ncc(C(=O)N2CCCC3(CC2)CN(C)C(=O)O3)c(-c2ccccc2)n1 (stereo not given) | u
CCC1CN(Cc2c(Cl)cncc2Cl)CCN1C(C)C (stereo not given) | u
C[C@@H](Cc1ccccc1)NC(=O)c1ccccc1Cl | i
CC(CCc1ccccc1)NS(=O)(=O)c1ccc([N+](=O)[O-])cc1 (stereo not given) | i
Cc1cc(NS(=O)(=O)c2ccccc2)c(Br)c(C)c1O | u
CC(C)(C)n1nc2c(c1NC(=O)c1cccc(Cl)c1)CSC2 | i
Cc1cccc(OCC(=O)Nc2ccc(N3CCCC3)cc2)c1C | 66.0%*
CCc1ccc(OCCCC(=O)NC2CCCCC2)cc1 | u
Cc1cc(C)nc(NC(=O)c2sc3ccccc3c2Cl)c1 | u
COc1ccc(/C=C2\SC(=O)N(c3ccccc3)C2=O)cc1 | i
C=CC[C@@H]1CC=C[C@@H](C)N1Cc1nc(-c2ccc3c(c2)OCO3)no1 | i
Cc1ccccc1NC(=O)c1cc2cc(Cl)cc(Cl)c2oc1=N | u
Cc1ccccc1-c1cc(O)c2c(c1)CN(C(=O)CC(F)(F)F)CCO2 | i
O=C(Nc1cc2c(ccc3ccccc32)oc1=O)c1ccccc1 | i
N#C/C(=C\Nc1ccccc1F)c1nc(-c2cc3cc([N+](=O)[O-])ccc3oc2=O)cs1 | i
CCCCSc1nc2n(n1)C(c1ccc(Cl)cc1)C(C(=O)OCC)=C(C)N2 (stereo not given) | i
CCOCCCNCc1ccc(OC)c(OCC)c1 | u
COCc1nc(NC2CCCc3cc(OC)ccc32)c2cnn(C)c2n1 (stereo not given) | i
CC1CCN(S(=O)(=O)c2csc(C(=O)Nc3ccccc3)c2)CC1 | i

(further entries)
SMILES | ST2 inh
CC(C)Cn1cc(C(=O)NCCN(C)C)c2c3ccccc3n(C)c2c1=O | i
COC(=O)[C@@H]1Cc2ncn(Cc3ccc(Cl)cc3)c2CN1S(=O)(=O)c1ccc(F)cc1 | i
Cc1cccc(NC(=O)Nc2c(C)nc3nc[nH]n3c2=O)c1 | i
CC(C)(C)C(=O)/C=C(N)\C=C\c1ccccc1 | 37.0%*
CCc1ccc(-c2nccn2-c2cccc(NC(C)=O)c2)nc1 | i
COc1ccc(CN2CCN(C)C[C@@H]2c2ccccc2)c(OC)c1OC | i
CC(C)NC(=O)NC[C@H]1O[C@@H](CC(=O)N2CCc3ccccc32)[C@H](O)[C@@H]1O | u
NCCCC(N)(C(=O)O)C(F)F (stereo not given) | i
CCCn1c2ccccc2c2nnc(SCC(=O)OCC)nc21 | i
O=C(O)C1CC=CCC1C(=O)Nc1cccc(Cl)c1Cl (stereo not given) | i
CCCCOc1ccc(/C=c2\sc3nc(-c4cccs4)nn3c2=O)cc1OC | i
Nc1nnc(SCC(=O)n2c3c(c4c2CCCC4)CCCC3)s1 | i
COc1ccc(N2CCN(c3ncnc4sc(C(=O)N5CCOCC5)c(C)c34)CC2)cc1 | u
O=C(NC(c1ccccc1)c1ccccc1)C1COc2ccccc2O1 (stereo not given) | i
Cc1ccc(C(=O)O)c(C(=O)Nc2nc3ccc(S(C)(=O)=O)cc3s2)c1 | i
O=C(NCc1cnn2ccccc12)c1ccccc1N1CCS(=O)(=O)CC1 | u
Cc1ccc(CNC(=O)c2oc3ccc(S(=O)(=O)N4CCCC(C)C4)cc3c2C)cc1 (stereo not given) | i
O=C(Cc1ccc(F)cc1)Nc1ccncc1 | i
COc1ccc(/C=C/C(=O)O[C@@H]2[C@@H](O[C@@H]3O[C@H](CO)[C@@H](O)[C@H](O)[C@H]3O)[C@@H](O)[C@H](O[C@H]3C4C=CO[C@@H](O[C@@H]5O[C@H](CO)[C@@H](O)[C@H](O)[C@H]5O)C4[C@@]4(CO)O[C@@H]34)O[C@H]2C)cc1 (stereo not given in full) | i
N#C/C(=C\c1ccc2c(c1)OCO2)c1[nH]nc(N)c1C#N | u
CCN1CCN(c2nc3c(c(=O)n(C)c(=O)n3C)n2Cc2ccccc2)CC1 | i
CCN(CC)C(=O)c1nc(CCc2ccccc2)nn1-c1ccccc1 | u
O=C1OC(Nc2cccc(C(F)(F)F)c2)c2ccccc21 (stereo not given) | i
CCOC(=O)c1nc(Nc2cccc(Cl)c2C)c2ccccc2n1 | i
C=C1C(=O)O[C@@H]2[C@H]1CCC(C)=C1CCC(=O)O[C@]12C | i

Further compounds.
SMILES | ST2 inh
Fc1cccc(Cl)c1-c1nccn1CCc1ccncc1 | u
Cc1ccc2c(c1)c1c3n2CCN(CCC#N)C3CCC1 (stereo not given) | i
CN(Cc1ccc2nsnc2c1)Cc1nc(Cc2ccccc2Cl)no1 | u
OCC1(O)CCN(Cc2cccc3nonc23)CC1 | i
COc1ccccc1NC(=O)CCn1cnc(-c2ccccc2)c1-c1nccn1C | u
CCN(CC)S(=O)(=O)c1cc(C(=O)Nc2ccccc2OC)ccc1C | i
CC1CCC(NC(=O)C2CCCN2S(=O)(=O)c2cccc3nsnc23)CC1 (stereo not given) | i
O=C(O)c1ccc(CN2C[C@H](O)C[C@H]2c2nc(-c3ccccc3)no2)cc1 | i
CC(NC(=O)c1cccs1)C(c1cccs1)N1CCN(C)CC1 (stereo not given) | i
COc1ccccc1OCC(=O)Nc1ncc(Cc2ccc(Br)cc2)s1 | i
CCN(CC)CCN1C(=O)C(=O)C(=C(O)c2ccc(F)cc2)C1c1ccc([N+](=O)[O-])cc1 (stereo not given) | u
COc1ccc(NS(=O)(=O)c2ccc(NC(=O)c3ccccc3C(=O)O)cc2)nn1 | i
COc1ccc(OC)c(-n2c(=O)[nH]c3cc(C(=O)O)ccc3c2=O)c1 | i
COc1ccccc1C1C2=C(CC(C)(C)CC2=O)Nc2nc(SCc3cccnc3)[nH]c(=O)c21 (stereo not given) | i
Cc1cc(-c2ccc3c(c2)CCO3)cnc1N | u
O=C(Nc1cccc(Br)c1)c1ccccc1[N+](=O)[O-] | u
CCC(C(=O)Nc1cccc(I)c1)c1ccccc1 (stereo not given) | i
CCOC(=O)c1sc2ncnc(N3CCN(CC)CC3)c2c1C | i
CC(C)(C)c1ccc(-c2cc(C[C@H]3CNCC[C@H]3CC(=O)N3CCC(n4c(=O)[nH]c5ccccc54)CC3)no2)cc1 | i
COc1cccc2c(Nc3ccccc3)cc(C)nc12 | u
CC(C)c1ccc(NS(=O)(=O)c2ccc3c(c2)c(=O)n(C)c(=O)n3C)cc1 | i
CC1CCCN(c2nc3c(c(=O)[nH]c(=O)n3C)n2CCSc2nnnn2-c2ccccc2)C1 (stereo not given) | i
CCCc1nnc(NC(=O)CN2CCCC2Cn2cccn2)s1 (stereo not given) | i
Nc1ncc(C(=O)N2CCC(N3CCCC3=O)CC2)c(-c2ccccc2)n1 | u
Cc1nnc(NC(=O)CSc2cn(Cc3ccccc3Cl)c3ccccc23)s1 | i

Later entries:
SMILES | ST2 inh
O=C(c1csc(Cc2ccccc2)n1)N1CCC2(CCCNC2)C1 (stereo not given) | i
CC(=O)Nc1nc2ccc(NC(=O)c3nn(C)cc3[N+](=O)[O-])cc2s1 | i
O=C(CN1C(=O)c2ccccc2C1=O)N1CCCC(Nc2cccc(F)c2)C1 (stereo not given) | i
N=C1S/C(=C\c2ccc(-c3ccc([N+](=O)[O-])cc3)o2)C(=O)N1c1nccs1 | 34.0%*
Cc1cccn2c(=O)c3cc(C(=O)Nc4ccc(Br)cc4F)sc3nc12 | u

In the list so far, 3 contain a tert-butyl group.
SMILES | ST2 inh
CC(C)(C)n1nc2c(c1NC(=O)c1cccc(Cl)c1)CSC2 | i
CC(C)(C)C(=O)/C=C(N)\C=C\c1ccccc1 | 37.0%*
CC(C)(C)c1ccc(-c2cc(C[C@H]3CNCC[C@H]3CC(=O)N3CCC(n4c(=O)[nH]c5ccccc54)CC3)no2)cc1 | i

Reprinted at random: 4 entries already listed, in no set order.
SMILES | ST2 inh
Cc1cccn2c(=O)c3cc(C(=O)Nc4ccc(Br)cc4F)sc3nc12 | u
O=C(CN1C(=O)c2ccccc2C1=O)N1CCCC(Nc2cccc(F)c2)C1 (stereo not given) | i
O=C(c1csc(Cc2ccccc2)n1)N1CCC2(CCCNC2)C1 (stereo not given) | i
CC(=O)Nc1nc2ccc(NC(=O)c3nn(C)cc3[N+](=O)[O-])cc2s1 | i

These rows are one share of the data; the hit share may differ from the screen's.
